Compound activity as filed in PubChem.
AmpC inh det: inhibitors of E. coli AmpC beta-lactamase with detergent | purified AmpC, nitrocefin hydrolysis with detergent | Potency, µM (doses to about 28.7 µM), for inactives: at the highest dose activity change, negative = inhibition | 71,000 compounds, 0.09% hits | AID 584; active means well fitted curve in the direction sought with a large enough effect
Target sequence (P00811 whole entry, looked up): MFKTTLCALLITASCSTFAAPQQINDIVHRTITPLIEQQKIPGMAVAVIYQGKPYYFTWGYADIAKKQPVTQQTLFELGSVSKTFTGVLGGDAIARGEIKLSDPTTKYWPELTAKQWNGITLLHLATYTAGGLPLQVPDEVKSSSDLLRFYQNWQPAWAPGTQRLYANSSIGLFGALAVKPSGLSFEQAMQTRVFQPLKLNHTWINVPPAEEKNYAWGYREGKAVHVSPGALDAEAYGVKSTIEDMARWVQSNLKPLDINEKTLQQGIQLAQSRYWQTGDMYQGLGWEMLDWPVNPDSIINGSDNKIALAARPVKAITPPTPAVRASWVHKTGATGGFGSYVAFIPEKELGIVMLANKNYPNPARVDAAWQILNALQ
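E. coli AmpC (5.3 nM) in 20 mM phosphate pH 7.0 with 0.01% Triton X-100, preincubated 15 min RT with compound; nitrocefin (2 uL of 800 uM stock) hydrolysis followed by 480 nm absorbance every 20 s over 4 min.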
Active calls of the source: *; & = joins results of further samples; [ ] = dose if it differs, or a comment. On the % scale 0 is the no-effect control and ±100 the full control effect; potency means the concentration at half of the fitted maximal effect.

smiles,AmpC inh det
COC(=O)C1(C)Nc2ccccc2C(=O)N1c1ccccc1OC (centres undefined),0%
Cc1ccc2nsnc2c1S(=O)(=O)N1CCN(Cc2ccc3c(c2)OCO3)CC1,-3%
CCN(C(=O)COc1cc(=O)n(CC)c2ccccc12)c1cc(Cl)ccc1OC,6%
COc1ccc(COC(=O)c2nc3nc(C)cc(C)n3n2)cc1F,0%
CC1Cc2cc(/C(O)=C3\C(=O)C(=O)N(CCN4CCOCC4)C3c3ccccc3F)ccc2O1 (centres undefined),0%
Cc1cc(C)c2cc(CN(Cc3ccc4c(c3)OCO4)Cc3nnnn3Cc3ccco3)c(=O)[nH]c2c1,19%
COC(=O)c1c(C(=O)OC)n(CCCN)c2ccc(C)cc12,9%
CCCn1c2ccccc2c2nc3ccccc3nc21,-6%
CCCCC(c1nnnn1CC1CCCO1)N1CCN(c2cccc(C)c2C)CC1 (centres undefined),11%
COc1ccc(NC(=O)[C@H](CCS(C)(=O)=O)N2Cc3ccccc3C2=O)c(OC)c1,16%
CS(=O)(=O)OCCCCOS(C)(=O)=O,9%&7%
Cc1ccc(-n2nc3c(c2NC(=O)c2ccc(Br)o2)CSC3)c(C)c1,-3%
COC(=O)CSc1nnc(-c2ccccn2)n1Cc1ccco1,1%
Cc1ccc(-n2cnnn2)c(S(=O)(=O)N2CCOCC2)c1,-6%
O=C(CN(c1ccc2c(c1)OCCO2)S(=O)(=O)c1ccccc1)NCc1ccco1,-2%
Cc1cc(NC(=O)C2CCC2)n(-c2ccccn2)n1,14%
COc1cc(NS(=O)(=O)c2ccccc2)ccc1-n1nc(C)cc1C,-5%
COc1cccc(Cn2c(-c3cccs3)noc2=O)c1,-5%
Cc1ccc2cc(C(c3nnnn3Cc3ccccc3)N3CCN(c4ccccc4)CC3)c(=O)[nH]c2c1 (centres undefined),2%
CC(=Nc1ccc2c(c1)CCC2)c1c(O)n(C2CCCCC2)c(=O)[nH]c1=O,-3%
Cc1ccc2cc3cc(C(=O)NCc4ccc5c(c4)OCO5)oc3nc2c1,-1%
Cc1sc2nc(SCC(=O)N(C)C)[nH]c(=O)c2c1C,-3%
O=C(CCN1C(=O)CSC1=O)Nc1ccccc1,-3%
Cc1cc(-c2nnc3n2N=C(C(C)(C)C)CS3)n[nH]1,12%
CC1=CCC2C(=O)N(c3ccc(C)c(Br)c3)C(=O)C2C1 (centres undefined),11%
O=C(c1ccc(Br)s1)N1CCN(c2ncccn2)CC1,-2%
CC(=O)Nc1nc2ccccc2n1CCOc1ccccc1Cl,12%
COc1ccc(F)cc1S(=O)(=O)Nc1ccc2c(c1)OCO2,0%
COc1cccc(NC(=O)N2CCN(c3cccc(C)c3)C(C)C2)c1 (centres undefined),-4%
Fc1cccc(CSc2ncnc3c2oc2ccccc23)c1,-1%
COc1nc(OCCNC(=O)Nc2ccccc2)nc(N(C)C)n1,-2%
Cc1nc2ccc(S(=O)(=O)NC(CC(C)C)C(=O)O)cc2s1 (centres undefined),9%
C=Cc1cccc(NC(=O)COc2ccccc2)c1,-3%
CC(c1ccco1)N(Cc1ccco1)C(=O)Nc1ccccc1 (centres undefined),-1%
Cc1ccc2cccc(S(=O)(=O)N3CCN(c4ccccc4F)CC3)c2n1,-5%
COc1ccccc1CNC(=O)CCS(=O)(=O)c1ccc2c(c1)CCCN2C(C)=O,-1%
CC(NC(=O)NC12CC3CC(CC(C3)C1)C2)C1CCCO1 (centres undefined),-2%
CCNCC,9%
O=C(NCC(=O)N(c1ccc2c(c1)OCO2)C(C(=O)NC1CCCC1)c1ccncc1)c1ccco1 (centres undefined),10%
CCOC(=O)C1C(C)=CC(=O)CC1c1ccco1 (centres undefined),-1%

Part of the list above in order of count of non-hydrogen atoms, lowest first.
smiles,AmpC inh det
CCOC(=O)C1C(C)=CC(=O)CC1c1ccco1 (centres undefined),-1%
COc1nc(OCCNC(=O)Nc2ccccc2)nc(N(C)C)n1,-2%
O=C(NCC(=O)N(c1ccc2c(c1)OCO2)C(C(=O)NC1CCCC1)c1ccncc1)c1ccco1 (centres undefined),10%

Additional records:
smiles,AmpC inh det
Cc1ccc(-c2nc(CS(=O)(=O)CC(=O)NCCCN3CCN(C)CC3)c(C)o2)cc1,4%
CC(=O)N1C(C(=O)O)CSC1c1cccc(C)c1 (centres undefined),11%
CCCCN1C(=O)C(NC(C)=O)c2cc(Br)ccc21 (centres undefined),-5%
COCCOC(=O)C1=C(C)NC(=O)NC1c1ccc(OC(=O)c2ccco2)c(OC)c1 (centres undefined),5%
COc1ccc(NS(=O)(=O)c2coc(C(N)=O)c2)cc1Cl,4%
CC(C)(C)c1ccc(C(=O)NCc2cccnc2)cc1,-5%
Cc1sc2nc(SCc3nc4ccccc4[nH]3)n(Cc3ccco3)c(=O)c2c1C,1%
Cc1ccc(-c2nnn(CC(=O)N(CC(=O)NCc3ccccc3)c3cccc(C)c3C)n2)o1,-2%
CCOC(=O)c1oc2ccccc2c1CSc1nnnn1-c1ccc(OC)cc1,11%
CC1(C)Oc2ccc3ccc(=O)oc3c2-c2cn[nH]c21,-5%
CSC([N-]/N=C/c1cccc(C)n1)=[S]=[Cu].CS[C@H]([S-])[N-]/N=C/c1cccc(C)n1,-5%[5.75 µM]
O=S(=O)(NCc1ccccc1)c1cccc2nonc12,-1%
COc1cc(OC)cc(C(=O)NCc2n[nH]c(=S)n2-c2ccccc2OC)c1,-2%
CCCC(N)CCCCCC(=O)O (centres undefined),-6%
CCN(CC)C(=O)CSc1nsc(SCC(=O)N(CC)CC)c1C#N,7%
O=c1c2[nH]c3cccc(Cl)c3c2ncn1Cc1ccncc1,9%
CCOCCCn1c(=S)[nH]c2cc(C(=O)N3CCOCC3)ccc2c1=O,0%
O=C(NCc1cccs1)C1CC(=O)N(C2CCCC2)C1 (centres undefined),-1%
CC1CCCCC1NC(=O)COc1ccc(-n2cnnn2)cc1 (centres undefined),3%
Cc1nc(N2CCN(C)CC2)[nH]c(=O)c1Cc1cccc2ccccc12,9%
CCn1c(SCc2ccc(OC)cc2)nnc1-c1ccncc1,-5%
Oc1cc(O)cc(/C=C\c2ccc(O)c(O)c2)c1,-4%
CN1CCN(c2nc(-c3cccc(C#N)c3)nc3ccccc23)CC1,7%
Cc1sc2ncn(CC(=O)NCc3ccccn3)c(=O)c2c1S(=O)(=O)N1CCOCC1,18%
CC(C)NS(=O)(=O)c1ccc(OCC(N)=O)c(Cl)c1,-5%
CCC(=O)NC(C)c1nc2ccccc2n1C (centres undefined),-4%
Cc1ccc(OCc2nc(C#N)c(NCc3ccc4c(c3)OCO4)o2)cc1,2%
CCCCOc1ccc(C(=O)NCCCC(=O)N2CCCCC2)cc1,3%
C=CCc1c(C)nc2c(C(=O)O)cnn2c1C,1%
CSc1cccc(NS(=O)(=O)c2cccs2)c1,-6%
CCOC(=O)c1cn(CC(=O)Nc2ccc(C)cc2)nn1,14%
Cc1cc(N2CCC(C)CC2)nc(-n2nc(C)cc2C)n1,8%
CCCCC(c1nnnn1C1CCCC1)N1CCN(C(=O)c2ccco2)CC1 (centres undefined),2%
Nc1nncn1C(=O)CCc1ccccc1,-3%
CCN1CCCC1CNC(=O)CN1C(=O)COc2ccc(C)cc21 (centres undefined),13%
Cc1cc2oc(=O)cc(COC(=O)c3cccc(N(C)C)c3)c2cc1C,-5%
NC12CN3CN(CN(C3)C1)C2 (tested in a mixture with another compound),-3%
Cc1ccc(-c2nnn(CC(=O)N(Cc3cccs3)C(C(=O)NC3CCCC3)c3ccco3)n2)o1 (centres undefined),15%
CCc1ccc(CCC(=O)Nc2ccc(S(N)(=O)=O)cc2)o1,-4%
Cc1cccc(NC(=O)NCC(c2cccnc2)N2CCOCC2)c1 (centres undefined),-3%
O=C(Nn1c(=S)[nH]c2ccccc2c1=O)c1ccncc1,3%
O=C(Nc1ccncc1)Nc1ccc(F)cc1F,-4%
CCC(C)NC(=O)c1n[nH]c(=O)c2ccccc12 (centres undefined),-1%
NS(=O)(=O)c1ccc(NC(=O)CCC2CCCCC2)cc1,9%
COc1ccccc1C(=O)Nc1c(C)n(C)n(-c2ccccc2)c1=O,7%
Nc1ccc(-c2ccc(N)cc2)cc1,7%
CC(C)(C)n1nnnc1C(c1ccc2ncccc2c1)N1CCSCC1 (centres undefined),-4%
CCn1c(SCC(=O)Nc2cccc(C)n2)nnc1-c1ccco1,2%
O=C(CN(C(=O)CCC(=O)Nc1nccs1)c1ccc2c(c1)OCO2)NCC1CCCO1 (centres undefined),7%
Cc1cc(C(=O)NCCCc2ccccc2)no1,-6%

Following part.
smiles,AmpC inh det
COc1ccc(N(Cc2cc3cc(OC)ccc3[nH]c2=O)S(C)(=O)=O)cc1,-10%
O=C(NC12CC3CC(CC(C3)C1)C2)N1CCC(O)CC1,-6%
COc1ccc(OC)c(C2C(C(=O)c3cc4ccccc4o3)=C(O)C(=O)N2c2cc(C)on2)c1 (centres undefined),-1%
CCOC(=O)CCn1nnc(N)n1,-1%
COC(=O)CC1(Cc2ccccc2)C(=O)NC(=O)NC1=O,-3%
CCCCN(C)C(=O)C(Cc1ccccc1)NS(=O)(=O)c1ccc2c(c1)CCC(=O)N2 (centres undefined),11%
CCOC(=O)CSc1nnc([C@H](CC(C)C)NC(=O)OC(C)(C)C)o1,-1%
COc1cc(C(=O)NCc2cn3ccsc3n2)cc(OC)c1OC,-8%
COC(=O)CSc1nnc2n1C(C)(C)Cc1ccccc1-2,13%
COCCCn1c(=S)[nH]c2ccc(N3CCOCC3)cc2c1=O,-2%
CCc1ccc2[nH]c(=O)c(C(c3nnnn3Cc3ccc(OC)cc3)N3CCOCC3)cc2c1 (centres undefined),0%
CCOC(=O)c1c[nH]c2c(Cl)ccc(Cl)c2c1=O,4%
COCC(=O)N1CCC2(CC1)CCN(c1ccncc1)CC2,0%
Cc1oc(-c2nc3ccccc3n2C)cc1C(=O)c1ccccc1,-4%
Cc1n[nH]c(C)c1S(=O)(=O)N1CCc2ccccc21,-2%
Cn1cnnc1Sc1nc2c(c(=O)n(C)c(=O)n2C)n1C,-3%
O=C1C2CCCN2C(c2ccc(Br)cc2)N1c1ccc(F)cc1 (centres undefined),5%
O=C(Nc1ccc(N2CCOCC2)cc1)C1CC1,-5%
Cc1nc2cc(C(F)(F)F)ccc2n1C1CCN(CC(=O)NC(C)(C)C)CC1,3%
CCOc1ccc(-n2c(=O)c3c(C)c(C)sc3n(CC(=O)NCc3ccco3)c2=O)cc1,7%

Rewritten field by field: part of the list above.
COCC(=O)N1CCC2(CC1)CCN(c1ccncc1)CC2
  AmpC inh det: 0%
Cc1oc(-c2nc3ccccc3n2C)cc1C(=O)c1ccccc1
  AmpC inh det: -4%
Cc1n[nH]c(C)c1S(=O)(=O)N1CCc2ccccc21
  AmpC inh det: -2%
Cn1cnnc1Sc1nc2c(c(=O)n(C)c(=O)n2C)n1C
  AmpC inh det: -3%

Back to the main list with the seven entries that preceded the break.
smiles,AmpC inh det
Cc1oc(-c2nc3ccccc3n2C)cc1C(=O)c1ccccc1,-4%
Cc1n[nH]c(C)c1S(=O)(=O)N1CCc2ccccc21,-2%
Cn1cnnc1Sc1nc2c(c(=O)n(C)c(=O)n2C)n1C,-3%
O=C1C2CCCN2C(c2ccc(Br)cc2)N1c1ccc(F)cc1 (centres undefined),5%
O=C(Nc1ccc(N2CCOCC2)cc1)C1CC1,-5%
Cc1nc2cc(C(F)(F)F)ccc2n1C1CCN(CC(=O)NC(C)(C)C)CC1,3%
CCOc1ccc(-n2c(=O)c3c(C)c(C)sc3n(CC(=O)NCc3ccco3)c2=O)cc1,7%
Cc1ccc2sc(NC(=O)CN3C(=O)CCC3=O)nc2c1C,-5%
CC(C)CO[C@H](c1ccc2c(c1)OCO2)[C@H](C)Br,-4%[5.75 µM]
O=C(CN1C(=O)CSc2ncccc21)NCCN1CCOCC1,5%
CC1CCCC(C)N1C(=O)CN1CCN(c2nc(-c3ccc(F)cc3)cs2)CC1 (centres undefined),12%
CC1=C(C(=O)Nc2ccccc2Cl)C(c2ccc(N(C)C)cc2)NC(=O)N1 (centres undefined),6%
Cc1ccc(-c2nnc(SCC(=O)Nc3ccccc3N3CCOCC3)o2)cc1,-9%
CSc1nnc(-c2ccncc2)n1CCCN1CCCC1=O,18%
CCCCCC(C(=O)O)C(C)CC(=O)NC1CCCCC1 (centres undefined),-3%
CCOC(=O)c1ccccc1NC(=O)CN(c1ccccc1OCC)S(C)(=O)=O,4%
CCN1CCN(C(c2cc(OC)ccc2OC)c2nnnn2Cc2ccccc2)CC1 (centres undefined),6%
NC([N-]/N=C/c1ccccn1)=[S]=[Fe].O=S(=O)(O)O,-2%[5.75 µM]
N#C/C(=C\c1ccc(O)c(O)c1)C(=O)NCCCc1ccccc1,-2%&-3%
O=S(=O)(c1cccc2cccnc12)N1CCc2ccccc21,4%
O=C(NCCOC(=O)c1ccc(C(=O)OCCNC(=O)c2ccccc2)o1)c1ccccc1,4%
Cc1sc2nc(C(C)Nc3ccccc3N3CCOCC3)[nH]c(=O)c2c1C (centres undefined),-5%
COc1cccc(C2=NOC(C(=O)Nc3ccc(OC)c(OC)c3)C2)c1 (centres undefined),-3%
COn1c(SCc2cccnc2)nc2ccccc2c1=O,-5%

Only part of the results is shown, so the mix of outcomes need not match the whole.
